# Screening data: PubChem, Fisher Drug Discovery Resource Center
# mcGAS lum: cyclic GMP-AMP synthase inhibitors, mouse, primary biochemical chemiluminescence | recombinant cGAS, Kinase-Glo ATP depletion luminescence | AID 1259399, 2018 | actives 0.15% (n = 160,000) | inhibition, % at 12.5 µM;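 note: 0% = negative control wells and 100% = reference inhibitor with no enzyme activity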
# NPYLR7 agonist: agonists of mosquito NPYLR7 receptor, primary screen, cell-based, Aedes aegypti, calcium fluorescence, mosquito biting behavior; Aedes aegypti neuropeptide Y-like receptor 7 (NPYLR7); AID 1259423, 2018; activation, % at 10 µM; HEK293T NPYLR7/Galpha15, GCaMP6s calcium fluorescence; actives 0.15% (n = 270,000); in the data active = activation above about 40%;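 note: 0% = vehicle and 100% = reference agonist at the receptor; some compounds past the cut are filed as inactive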
# hcGAS inh: Primary biochemical luminescence assay for human cyclic GMP-AMP synthase inhibitors; inhibition, % at 12.5 µM; recombinant h-cGAS, ATP depletion, Kinase-Glo luminescence; actives 0.081% (n = 290,000); Q8N884; AID 1259398, 2018;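 note: 0% = vehicle reaction and 100% = reaction without DNA for no activity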
# Target sequence (Q8N884 whole entry, looked up): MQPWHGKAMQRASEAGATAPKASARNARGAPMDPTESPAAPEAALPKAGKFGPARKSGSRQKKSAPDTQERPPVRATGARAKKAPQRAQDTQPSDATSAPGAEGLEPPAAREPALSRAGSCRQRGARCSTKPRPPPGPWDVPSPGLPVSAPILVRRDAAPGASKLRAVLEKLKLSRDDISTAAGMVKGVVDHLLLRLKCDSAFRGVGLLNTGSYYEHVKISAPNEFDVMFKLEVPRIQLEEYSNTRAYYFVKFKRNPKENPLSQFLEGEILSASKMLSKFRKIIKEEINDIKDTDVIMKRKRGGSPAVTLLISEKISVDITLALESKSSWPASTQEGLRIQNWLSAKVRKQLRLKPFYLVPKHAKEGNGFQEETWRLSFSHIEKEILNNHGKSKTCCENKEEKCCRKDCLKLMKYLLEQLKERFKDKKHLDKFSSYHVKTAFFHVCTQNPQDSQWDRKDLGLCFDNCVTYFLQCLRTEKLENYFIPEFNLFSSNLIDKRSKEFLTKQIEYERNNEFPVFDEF
# Starred values were filed as active, the others as inactive; . = not tested or not shown. Cut-off read from the data, not from the text of the source, unless noted: active = inhibition above about 40%; inactive = the rest.
compound | mcGAS lum | NPYLR7 agonist | hcGAS inh
Cc1ccccc1NC(=O)N1CCC2(CC1)SCCN2C(=O)COc1ccccc1 | -5 | 6 | -3
Cc1cnc(C(=O)OCC(N)=O)cn1 | -6 | 1 | -3
CCOC(=O)COc1ccccc1C=C1C(=O)NC(=S)NC1=O | -4 | -2 | -4
COCCN(CC(=O)Nc1nc(CC(=O)N2CCC3(CC2)OCCO3)cs1)C(=O)c1ccc(Cl)cc1 | -5 | 0 | -1
CC1(CN2CCC(c3ccccc3)C2)COC1 (centres undefined) | . | 24 | 0
Cc1cnc2c(S(=O)(=O)N3CCCC(C(F)(F)F)C3)cccc2c1 (centres undefined) | . | 3 | -6
CCOC(=NCCN1CCOCC1)NC(=O)c1cccc(C(F)(F)F)c1 | -6 | 13 | -8
O=C(NCCc1ccccc1)c1cccnc1Nc1cc(Cl)cc(Cl)c1 | . | -6 | -6
O=C(c1ccco1)N(CCCN1CCOCC1)c1nc2c(Cl)cccc2s1 | -9 | -2 | -10
c1nc(N2CCCC2)sc1CN1CCOC2(CCCC2)C1 | -5 | . | -9

# Look-ups from the entries so far.
# Cc1cnc(C(=O)OCC(N)=O)cn1 in mcGAS lum has -6
# COCCN(CC(=O)Nc1nc(CC(=O)N2CCC3(CC2)OCCO3)cs1)C(=O)c1ccc(Cl)cc1 in hcGAS inh has -1
# c1nc(N2CCCC2)sc1CN1CCOC2(CCCC2)C1 in mcGAS lum has -5
# O=C(NCCc1ccccc1)c1cccnc1Nc1cc(Cl)cc(Cl)c1 in hcGAS inh has -6
# Cc1ccccc1NC(=O)N1CCC2(CC1)SCCN2C(=O)COc1ccccc1 in NPYLR7 agonist has 6

# Remaining list, next part
compound | mcGAS lum | NPYLR7 agonist | hcGAS inh
C=CCN(Cc1nc(-c2ccccc2)no1)C(=O)Cc1ccc2c(c1)NC(=O)CO2 | . | -1 | -3
O=C(Cc1cc(-c2cccs2)on1)NC1=NCCS1 | -4 | 4 | -4
O=C(Cc1cccc2ccccc12)NN1C(=O)C2C3C=CC(C4CC34)C2C1=O (centres undefined) | -3 | 2 | -4
Cc1cccnc1CN(C)C(=O)c1ccc2nc(Cc3ccccc3F)oc2c1 | . | 5 | -5
Cn1ncc(Oc2ccc(F)cc2)c(Nc2ccc(C(=O)NCCN3CCOCC3)cc2)c1=O | -2 | -5 | 5
CCOC(=O)C1CCN(C(=O)c2csc(CSc3nnc(-c4ccccc4Cl)n3-c3ccccc3Cl)n2)CC1 | -2 | 0 | 1
Cc1nccn1-c1ccccc1CNC(=O)CC1C(=O)NCCN1C(C)C (centres undefined) | -14 | 9 | -2
O=C(NCc1ccccc1)c1cnn2c(C(F)(F)F)cc(-c3ccc(Br)cc3)nc12 | -4 | 6 | -7
CC1CCCN(C(c2ccccc2F)C2Sc3nc(-c4ccco4)nn3C2=O)C1 (centres undefined) | -5 | -6 | -1
COCCN(CC(=O)Nc1cccc(C)c1C)C1CCN(C)CC1 | . | 14 | -6
O=C1c2ccccc2C(=O)c2c(O)ccc(O)c21 | 3 | 8 | 8
COC(=O)c1ccc(-c2nc(CN(C)Cc3cc4ccccc4s3)c(C)o2)cc1 | -9 | 5 | -7
COC(=O)C1(NC(=O)CCc2csc(C)n2)CCC(C)CC1 (centres undefined) | . | 4 | -3
O=[N+]([O-])c1ccc(NCc2ccco2)c([N+](=O)[O-])c1 | . | 8 | -10
NC(=O)Cn1c(CO)cnc1SCc1ccc(C(F)(F)F)cc1 | . | 2 | -7
Cc1ncc(CNC2CC(C)(C)Cc3nc(N4CCC(O)CC4)ncc32)n1C (centres undefined) | . | 4 | -4
CN1C(=C2C=NN(c3ccccc3)P2(=O)N2CCCCCC2)C(C)(C)c2ccccc21 (centres undefined) | . | 4 | -4
O=C(CC(c1ccccc1)c1ccc2c(c1)OCO2)NCCc1cscn1 (centres undefined) | . | 14 | -3
CCC(C)Nc1ncnc2sc3c(c12)CCCC3 (centres undefined) | -5 | -2 | -7
Cc1[nH]n(-c2nc(-c3ccc(Br)cc3)cs2)c(=O)c1N=Nc1ccc(Cl)cc1Cl | -6 | -5 | -1

# Sorted by molecular weight (smallest number first): 7 of the compounds above.
compound | mcGAS lum | NPYLR7 agonist | hcGAS inh
O=C1c2ccccc2C(=O)c2c(O)ccc(O)c21 | 3 | 8 | 8
COC(=O)C1(NC(=O)CCc2csc(C)n2)CCC(C)CC1 (centres undefined) | . | 4 | -3
Cc1cnc2c(S(=O)(=O)N3CCCC(C(F)(F)F)C3)cccc2c1 (centres undefined) | . | 3 | -6
O=C(NCCc1ccccc1)c1cccnc1Nc1cc(Cl)cc(Cl)c1 | . | -6 | -6
CC1CCCN(C(c2ccccc2F)C2Sc3nc(-c4ccco4)nn3C2=O)C1 (centres undefined) | -5 | -6 | -1
Cc1[nH]n(-c2nc(-c3ccc(Br)cc3)cs2)c(=O)c1N=Nc1ccc(Cl)cc1Cl | -6 | -5 | -1
COCCN(CC(=O)Nc1nc(CC(=O)N2CCC3(CC2)OCCO3)cs1)C(=O)c1ccc(Cl)cc1 | -5 | 0 | -1

# Continuation:
compound | mcGAS lum | NPYLR7 agonist | hcGAS inh
COCCN(Cc1c(-c2ccccc2)noc1N1CCCCC1C)C(=O)c1ccco1 (centres undefined) | -10 | . | -5
Nc1ncc(C(=O)N2CCCC(Nc3ccccc3)C2)c(-c2ccccc2)n1 (centres undefined) | -16 | 13 | 1
Cc1cc(C(=O)N2CCCC(C(=O)c3ccc(-c4ccccc4)cc3)C2)no1 (centres undefined) | . | -2 | -6
COc1ccccc1N1CCN(c2nc(Nc3ccc(F)cc3)c3nccnc3n2)CC1 | -8 | 1 | 1
CCC(=O)Nc1ccc(SCc2ccccn2)nn1 | . | 4 | -2
COCCN(C)C(=O)Nc1ccccc1-c1ccccc1 | . | 6 | -3
O=C1CCC2(CCN1)CCN(c1ncc(Cl)cn1)CC2 | -13 | . | -9
Cc1nc(C(=O)Nc2ccc(C#N)cc2Br)ccc1C#N | . | 5 | -6
COc1ccc(S(=O)(=O)Nc2ccccc2C(=O)NC(C)C)cc1 | -5 | -1 | -1
CC1CN(CC(O)CN2C(=O)c3cccc4cccc2c34)CC(C)O1 (centres undefined) | -10 | 8 | -10

# Random excerpt: four compounds from above, in no set order.
compound | mcGAS lum | NPYLR7 agonist | hcGAS inh
Cc1cc(C(=O)N2CCCC(C(=O)c3ccc(-c4ccccc4)cc3)C2)no1 (centres undefined) | . | -2 | -6
COc1ccc(S(=O)(=O)Nc2ccccc2C(=O)NC(C)C)cc1 | -5 | -1 | -1
COCCN(C)C(=O)Nc1ccccc1-c1ccccc1 | . | 6 | -3
CC1CN(CC(O)CN2C(=O)c3cccc4cccc2c34)CC(C)O1 (centres undefined) | -10 | 8 | -10

# More entries follow.
compound | mcGAS lum | NPYLR7 agonist | hcGAS inh
CCOC(=O)[C@@H]1C[C@H]2CN(C)C(=O)c3cccc(c32)N1C(=O)c1ccccc1OCC | -8 | 0 | -10
Cc1ccsc1CN(C)S(=O)(=O)c1cccc(F)c1C#N | . | 13 | -11
CCN(CC)c1ncccc1CNC(=O)c1c[nH]c2ccccc12 | . | -2 | -3
COC(=O)C1=C(O)/C(=C\c2ccc(OC)c(O)c2)SC1=Nc1ccccc1Cl | . | -3 | -4
Cc1cc(C(=O)NC(c2nnc3n2CCNCC3)C(C)C)nc(C)n1 (centres undefined) | . | 8 | -4
O=S(=O)(N[C@H]1CO[C@H]2[C@@H]1OC[C@@H]2n1cc(COc2ccccc2)nn1)c1cccc2cccnc12 | -3 | -12 | -2
O=C(c1cn(C(c2ccccc2)c2ccccc2)nn1)N1CCCC1c1ccc(F)cc1 (centres undefined) | -10 | 6 | -6
CCN(CC)c1ccc(-n2nc3cc(C)c(NC(=O)c4cccnc4)cc3n2)cc1 | . | 15 | -5
N#Cc1ccc(OCC(O)Cn2cnc3ccsc3c2=O)cc1 (centres undefined) | -6 | 2 | -11
COc1cc(Br)c(OC)c(C(=O)NCC(C)(C)N2CCOCC2)c1 | -3 | 5 | -4

# Next compounds.
Structure | mcGAS lum | NPYLR7 agonist | hcGAS inh
CCOc1ccc(NC(=O)CC(=O)N2CCOC3(CNCCOC3)C2)cc1 (centres undefined) | . | -15 | -3
O=C(NCc1ccc(-n2cnc3ccccc32)cc1)N1CCCC(O)C1 (centres undefined) | . | -6 | 1
Cc1ccc(CNC(=O)CCc2csc(NC(=O)c3ccc[nH]c3=O)n2)cc1 | -12 | -8 | -7
O=C1NC(=S)NC1=Cc1ccc(O)cc1 | 0 | 2 | 0
C=CCn1cc(CN(CC)Cc2noc(C)n2)c(C)n1 | -9 | 3 | -6
COc1ccc(CN(C(=O)OC(C)(C)C)C2CCC(C(=O)N3CCOC(COCc4ccc(F)cc4Cl)C3)CC2)cc1C (centres undefined) | -7 | 5 | -4
CC(=O)NC(CC(=O)Nc1nc(-c2ccccc2)cs1)c1cccs1 (centres undefined) | -3 | -6 | -3
Cc1cc(C)c(OS(=O)(=O)c2ccc(F)cc2F)c(C)c1 | . | 5 | 6
O=C(c1cccc(C(F)(F)F)c1)N1CCCC(CO)(CCc2ccccc2)C1 (centres undefined) | . | 4 | -6
Cc1ccc(C2=NN(c3ccc([N+](=O)[O-])cc3)C(c3ccc(F)cc3)C2)cc1 (centres undefined) | -4 | -4 | -2
C=C(C)CSc1nnc(NC(=O)CCCC)s1 | 0 | -2 | -1
CCSc1nc2c(c(=O)n1-c1ccccc1OC)SCC2 | . | 0 | -6
C=C(C)Cn1c(SCC(=O)N/N=C\c2ccc(OC)c(OC)c2)nnc1-c1ccc(Br)cc1 | . | -4 | -2
O=S(=O)(NCCNc1nc(-c2ccc(Cl)cc2)nc2ccccc12)c1ccc(Cl)cc1 | -2 | 26 | -1
CC(C)N=c1scc(-c2ccco2)n1N=Cc1cc2c(cc1[N+](=O)[O-])OCO2 | . | 2 | -3
C=C(C)COc1cccc(C(=O)N(C)C(C)c2c(C)n[nH]c2C)c1 (centres undefined) | . | 0 | 4
Cc1cc(N2CC[C@@H](O)C2)c2cc(OC(F)F)ccc2n1 | . | -7 | 13
CNC(=O)c1sc(-c2cc3ccccc3[nH]c2=O)nc1C | . | 2 | -5
O=C(c1ccc([N+](=O)[O-])cc1)N1CCN(c2ccc(Nc3ccccc3)nn2)CC1 | -8 | 0 | -4
O=C(c1ccccc1)N(Cc1cccnc1)c1nc2c(F)cc(F)cc2s1 | -6 | -11 | -3
Cc1ccc(CNC(=O)Cn2c(CO)cnc2SCc2ccc(C(F)(F)F)cc2)cc1 | . | 7 | -6
CC(NC(=O)c1cccc(CN2C(=O)CSC2=O)c1)C(C)(C)C (centres undefined) | . | -1 | 2
CNC(=O)C1CCN(C(=O)c2cc(-c3ccco3)n(-c3ccc(Cl)cc3)n2)CC1 | -8 | 10 | -12
Cc1cccc(S(=O)(=O)NCCc2csc3nc(-c4cccs4)nn23)c1 | -7 | -1 | -7
CCC1C(=O)N(C)CCc2ccccc21 (centres undefined) | . | -6 | -1
COc1ccc(C2CC(C(F)(F)F)n3ncc(C(=O)Nc4ccc(F)cc4F)c3N2)cc1OC (centres undefined) | -7 | -2 | -5
Cc1csc2nc(CN(C)Cc3ccc(Cl)cc3Cl)cc(=O)n12 | -8 | . | -10
Cc1ccc(Nc2nc(N3CCN(CCO)CC3)nc3nccnc23)c(C)c1 | . | 3 | -2
Cc1ccc(-c2nc3cc(C)ccn3c2NC(=O)C(C)(C)C)cc1 | -3 | -4 | -1
CC(C)CN(CC(C)C)C(=O)C1CC(=O)N(N(C)c2ccccc2)C1 (centres undefined) | -5 | -14 | -5
COc1ccc(-c2ccccc2NC(=O)C2CCCN2C(=O)C2CCCC2)cc1 (centres undefined) | . | 0 | -11
COC(=O)[C@@H](C)NC(=O)c1sccc1C#N | . | 5 | -3
C[C@@H]1OC(O)[C@H](O)[C@H](O)[C@H]1O (some centres undefined) | -11 | 17 | -7

# The order is random. About 0.27% of those tested had a hit in this group.
